Bioassay records deposited in PubChem BioAssay by The Scripps Research Institute Molecular Screening Center.
CHRM1 agonist: agonists of human M1 muscarinic receptor; P11229; CHO-K1 hM1, Fluo-8 calcium fluorescence, agonist mode; 0% DMSO, 100% acetylcholine EC100; activation, % at 3 µM; 0.33% of 360,000 active;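 active = activation above the run's mean compound activation plus 3 SD, cut at about 16% in these data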;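 note: peak over basal fluorescence ratio within a 140 s kinetic read after compound addition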
Target sequence (P11229 whole entry, looked up): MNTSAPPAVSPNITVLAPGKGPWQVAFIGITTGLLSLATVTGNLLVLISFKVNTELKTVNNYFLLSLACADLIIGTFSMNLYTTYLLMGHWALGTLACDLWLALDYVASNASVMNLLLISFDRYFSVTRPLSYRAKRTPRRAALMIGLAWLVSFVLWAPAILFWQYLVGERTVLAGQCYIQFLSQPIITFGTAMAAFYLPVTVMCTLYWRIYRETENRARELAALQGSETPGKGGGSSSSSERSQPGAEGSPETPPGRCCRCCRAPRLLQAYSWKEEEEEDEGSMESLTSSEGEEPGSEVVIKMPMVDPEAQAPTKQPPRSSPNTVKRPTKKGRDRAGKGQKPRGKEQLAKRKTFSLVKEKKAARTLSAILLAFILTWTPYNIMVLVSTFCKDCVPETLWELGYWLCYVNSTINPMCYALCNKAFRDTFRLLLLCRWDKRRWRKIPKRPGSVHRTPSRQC
M1 ag parental: nonselective activator or artifact in parental CHO-K1 cells; Fluo-8 calcium fluorescence; scaled to maximal ATP response, vehicle zero; activation, % at 3 µM; 0.48% of 360,000 active; AID 602248; in the data active = activation above about 15%;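 note: untransfected CHO-K1 host cells lacking M1 receptor as counterscreen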
M1 PAM parental: nonselective activator or artifact in parental CHO-K1 calcium assay. ATP EC20, Fluo-8 calcium fluorescence; 0% at ATP EC20, 100% at ATP max. activation, % at 3 µM. 0.02% of 360,000 active. AID 602247;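 active = activation above the run cutoff, the mean activation of all test compounds plus 3 SD, cut at about 40% in these data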;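 note: peak over basal fluorescence ratio in a 140 s read after ATP addition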
CHO-K1 Ca antag: M1 antagonist counterscreen hit in parental CHO-K1 cells. ATP-induced calcium, Fluo-8 fluorescence. inhibition, % at 3 µM. 0.6% of 360,000 active;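 active = inhibition above a per-plate cutoff, the plate's mean sample inhibition plus 3 SD, cut at about 24% in these data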;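 note: 0% = DMSO plus EC80 ATP and 100% = DMSO alone without ATP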
V1R ag counter: V1a receptor agonism, counter-screen for OXTR agonists. P37288. CHO-V1R cells, Fluo-8 calcium fluorescence, agonist mode; 0% DMSO, 100% 3 nM vasopressin. activation, % at 3 µM. 0.25% of 320,000 active;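 active = activation above the mean activation of all tested compounds plus 3 SD, per screening run, cut at about 20% in these data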;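 note: signal is peak over basal fluorescence ratio across a 100 second FLIPR read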
Target sequence (P37288 whole entry, looked up): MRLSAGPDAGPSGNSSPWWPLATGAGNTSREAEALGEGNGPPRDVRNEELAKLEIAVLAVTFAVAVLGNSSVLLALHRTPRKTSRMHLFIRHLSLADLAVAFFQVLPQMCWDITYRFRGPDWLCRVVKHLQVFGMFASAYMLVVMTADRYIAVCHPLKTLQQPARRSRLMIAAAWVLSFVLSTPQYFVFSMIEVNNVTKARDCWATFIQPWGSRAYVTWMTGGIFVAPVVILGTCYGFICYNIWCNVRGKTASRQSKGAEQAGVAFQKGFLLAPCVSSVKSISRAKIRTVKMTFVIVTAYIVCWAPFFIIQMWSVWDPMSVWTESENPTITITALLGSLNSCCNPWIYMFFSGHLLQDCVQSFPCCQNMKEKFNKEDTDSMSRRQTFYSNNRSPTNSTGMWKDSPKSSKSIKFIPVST
CHO parental Ca: counter-screen: ATP calcium response change in parental CHO cells. AID 463079. parental CHO-K1, ATP-induced calcium, Fluo-8 fluorescence. 0.63% of 330,000 active. inhibition, % at 5.6 µM;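 active = inhibition above that plate's mean sample inhibition plus 3 SD, cut at about 26% in these data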;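 note: 0% = ATP-challenged DMSO wells and 100% = DMSO wells without ATP; some compounds past the cut are filed as inactive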
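Test system: untransfected parental CHO cell line; also added: ATP stimulus; dosing: 5.6 µM, single dose; signal: calcium-sensitive Fluo-8 fluorescence; measure: percent inhibition of ATP-evoked calcium rise, normalized to controls; benchmarks: low control ATP plus DMSO, high control DMSO only; replication: one well per compound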
TAAR1 agonist: agonists of human TAAR1 | activation, % at 3 µM | Q96RJ0 | AID 624467 | CHO RD-HGA16 TAAR1, Fluo-8 calcium fluorescence; vehicle wells 0%, saturating PEA agonist 100% | 0.99% of 360,000 active;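 active = activation above the mean activation of all test compounds in the run plus 3 SD, cut at about 38% in these data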
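Signal – calcium-sensitive Fluo-8 signal, excitation 470-495, emission 515-575 nm · System – RD-HGA16 (CHO) cells co-expressing Gα16 and hTAAR1 · Incubation – 17-24 h seeding, 75 min 37 °C dye, 30 min RT · Compound dosing – 3 µM single concentration · Repeats – no replicates (n 1)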
OXTR potentiator: potentiators of human oxytocin receptor. P30559. CHO-OTR cells, Fluo-8 calcium fluorescence, potentiator mode; 0% = oxytocin EC15, 100% = EC100. activation, % at 3 µM. 0.061% of 320,000 active. AID 2445;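 active = activation above that plate's cutoff, the mean activation of tested compounds plus 3 SD, cut at about 6.6% in these data, passing the limit was not always enough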;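 note: 100% uses oxytocin at 75 nM as the full agonist control; some results filed as inactive read as strong as hits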
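Assay system: CHO-OTR cells, human receptor / Also added: oxytocin at about EC15, sub-maximal agonist stimulus / Dosing: single dose, 3.0 µM nominal final compound concentration / Incubation: 6 min pre-incubation, 100 s read / Technique: Fluo-8 calcium dye fluorescence / Read-out: % activation vs EC15 and EC100 oxytocin / Benchmarks: EC15 oxytocin low, 75 nM oxytocin high / Replicates: singlicate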
TAAR1 antagonist: human TAAR1 antagonism | Q96RJ0 | CHO RD-HGA16 TAAR1, Fluo-8 calcium fluorescence, antagonist | inhibition, % at 3 µM | 1.5% of 360,000 active;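 active = inhibition above a per-plate cutoff, the mean inhibition of test compounds on that plate plus 3 SD, cut at about 49% in these data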;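 note: 0% = DMSO plus EC80 beta-PEA response and 100% = DMSO alone without agonist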
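Test system: CHO RD-HGA16 cells bearing hTAAR1 | Reagent: β-PEA, EC80 | Compound dosing: 3 µM, single point | Schedule: Dye loading 75 min at 37 °C, then 30 min room temperature | Signal: Calcium fluorescence with Fluo-8 | Evaluation: Percent inhibition of PEA-evoked calcium signal, max/basal emission ratio | Control set: DMSO-only wells and EC80 β-PEA-stimulated wells | Repeats: Singlicate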
Active calls of the source: *; / = not tested or not shown.

Under each structure: CHO parental Ca	M1 ag parental	V1R ag counter	TAAR1 antagonist	TAAR1 agonist	CHRM1 agonist	OXTR potentiator	M1 PAM parental	CHO-K1 Ca antag
> CC(C)c1ccccc1NC(=O)CN1C(=O)c2ccccc2C1=O
 : -12	1.1	0.1	2	6	-3	-8	18	-12
> COc1ccc(-n2c(COc3cccc4ccccc34)nnc2SCC#N)cc1
 : -22	1.3	1.5	15	2	-1	-15	18	-6
> COc1ccccc1N1CCN(C(=O)c2ccc(CSc3ccccc3)cc2)CC1
 : -35	2.3	0.7	48	6	-9	2	18	-1
> CCN1C(=O)/C(=c2\o/c(=C3\C=Cc4ccccc4N3CC)c(=O)n2CC)SC1=S
 : /	0.1	/	-9	8	3	/	-3	-4
> Cc1ccc(S(=O)(=O)N2CC(O)C[C@H]2C(=O)OCC(=O)c2ccccc2)cc1 (stereo partly specified)
 : -9	1.5	0.8	3	3	-4	-6	24	-12
> Cc1c(C(=O)Nc2c(C)n(C)n(-c3ccccc3)c2=O)oc2ccccc12
 : -19	-0.3	-0.9	-2	0	-5	-9	-4	-5
> C#Cc1ccc([C@H]2C=C(C(=O)N3CCOCC3)O[C@@H](OCc3ccc(CO)cc3)C2)cc1
 : -9	0.2	0.5	18	4	-6	-7	5	-9
> COc1ccc(N(CC(=O)Nc2ccc(S(=O)(=O)N3CCCCC3)cc2)S(C)(=O)=O)cc1OC
 : -8	0.5	0.7	13	2	-5	-12	8	-5
> O=C(OCC(=O)N1CCN(c2ccccc2)CC1)c1ncc(Cl)c(Cl)c1Cl
 : -25	-0.5	-1.0	-22	2	-1	1	-1	1
> Cc1ccc(N=C2S/C(=C\c3cn(CC(=O)O)c4ccccc34)C(=O)N2C)cc1
 : -2	0.1	-0.7	-12	3	-1	-4	20	-5
> COc1ccc(CN(C)c2ccc(S(=O)(=O)N3CCN(C)CC3)cc2[N+](=O)[O-])cc1OC
 : 6	16*	11	2	11	3	-12	-11	31*
> CCN(Cc1ccccc1)C(=O)c1cc2c(OC)c(OC)c(OC)cc2[nH]1
 : -13	1.3	-0.3	10	4	-5	-10	5	-4
> Cc1cccc(CCNS(=O)(=O)c2ccc3c(c2)CCN3C(=O)CCC(=O)O)c1
 : -2	-0.2	0.2	/	/	1	-4	3	4
> COC(=O)/C=C/C(=O)Nc1cccnc1
 : 6	0.6	0.6	-13	-1	-3	-9	16	-6
> O=C(NOCc1ccccc1)c1ccc(Cl)cc1Cl
 : -13	-0.9	0.6	-19	0	-3	7	-14	4
> Cc1ccccc1-c1nc(S(=O)(=O)c2ccc(Br)cc2)c(NCc2cccnc2)o1
 : -32	1.2	0.6	16	8	-6	-6	30	-12
> CCN(CC)S(=O)(=O)c1ccc(C)c(NC(=S)N2CCN(C/C=C/c3ccccc3)CC2)c1
 : -12	6.6	5.2	17	6	-3	-13	5	0
> NC(=O)COC(=O)c1ccc(Cl)c(S(=O)(=O)N2CCCCCC2)c1
 : -2	1.2	0.4	20	2	-4	-11	6	-16
> Cc1ncc(C(O)c2ccccc2)n1Cc1ccccc1 (stereo unspecified)
 : /	2.7	/	-32	2	-5	/	10	-4
> O=C(N=Nc1c(O)[nH]c2ccccc12)c1cc(-c2cccs2)[nH]n1
 : -3	0.3	0.1	32	6	-1	-9	-2	-8
> COC(=O)c1cc(S(=O)(=O)NCc2ccc3c(c2)OCO3)c[nH]1
 : -1	0.6	1.7	7	1	-1	-6	15	0
> COc1cccc(CNS(=O)(=O)c2cn(C)cn2)c1
 : 0	-0.3	0.5	-7	3	-3	-7	-11	-2
> COc1ccc2sc(-c3ccccc3OC)c(-c3ccc(OC)c(F)c3)c2c1
 : -32	-0.5	0.6	-7	5	-2	-3	-9	-3
> Cc1c(Br)c([N+](=O)[O-])nn1CC(=O)Nc1c(C)n(C)n(-c2ccccc2)c1=O
 : -3	1.1	-0.8	-17	1	-12	-10	18	-15
> CCOc1ccc(N(Cc2cc3ccc(C)cc3[nH]c2=O)S(=O)(=O)c2ccccc2)cc1
 : -27	0.3	0.1	-37	3	-4	-10	14	-22
> Cc1cccc(C)c1N(CC(=O)N1CCOCC1)S(C)(=O)=O
 : 9	0.2	-0.1	5	4	2	-8	9	-9
> O=C(NCc1ccccc1Cl)NCc1ccccc1Cl
 : 7	0.2	-0.4	-36	0	-5	-11	-16	-6
> CC(=O)NC(c1ccc(C)cc1)c1cc(Cl)c2cccnc2c1O (stereo unspecified)
 : /	0.6	/	-13	5	0	/	-17	12
> O=[N+]([O-])c1ccccc1S(=O)(=O)Nc1cccnc1
 : -3	-0.3	0.1	-32	0	-3	-1	-2	-4
> Cc1ccc(O)c(NC(=O)CSc2ccc(Cl)cc2)c1
 : -8	2.5	1.6	13	1	-2	-12	-18	-2
> CCCCNC(=O)C(NC(=O)c1ccc(=O)[nH]c1)C(=O)c1ccccc1 (stereo unspecified)
 : /	-0.1	/	-25	2	-1	/	-5	-4
> O=C(C1CC(c2ccccc2O)=NO1)N1CCc2ccccc2C1 (stereo unspecified)
 : -15	2.8	0.9	-12	27	-6	-5	17	-9
> Cc1cc(NS(=O)(=O)c2ccc(NS(=O)(=O)c3ccc(CC(C)C)cc3)cc2)nc(C)n1
 : -9	1.3	1.0	17	6	-3	2	9	-18
> Cc1cccc(OCC(O)Cn2c(=N)n(Cc3ccccc3)c3ccccc32)c1 (stereo unspecified)
 : 19	2.2	18	-41	8	-4	-13	17	-16
> O=C(COc1ccc(C(=S)N2CCC(Cc3ccccc3)CC2)cc1)N1CCOCC1
 : -9	1.5	1.1	-2	6	-5	-10	13	-16
> O=C(CCN1CCCCCC1)Nc1cccc(Cl)c1
 : -6	1.0	1.1	-2	11	-10	-4	2	-10
> COc1cccc(Cn2cnc3c(NS(=O)(=O)c4cccc(Cl)c4Cl)c(C)c(C)cc32)c1
 : -8	0.1	-0.5	6	1	-3	-18	5	-17
> COCCN1C(=O)Cc2c1nc(N)c1c(N)nc(N3CCN(c4ccc(F)cc4)CC3)c(C#N)c21
 : -6	4.4	-0.5	33	6	0	-5	1	8
> COC(=O)C(Cc1ccccc1)P(=O)(c1ccccc1)c1ccccc1 (stereo unspecified)
 : -21	0.8	-0.5	0	2	-6	-5	8	-16
> Cc1cccc(C)c1NC(=O)C(c1cccc([N+](=O)[O-])c1)N(C)C(=O)c1ccccn1 (stereo unspecified)
 : -10	0.9	-0.7	-15	2	-6	-3	18	-4
> O=C(CP(=O)(c1ccccc1)c1ccccc1)Nc1nc2ccc(Cl)cc2s1
 : -26	4.5	0.7	-10	8	-3	-8	13	-8
> CC(C)(C)c1ccc(C(=O)N2[C@H](COCc3ccccc3)C=CS2(=O)=O)cc1
 : /	3.5	/	-14	5	9	/	9	-3
> O=C(Nc1nnc(S(=O)(=O)N2CCCCCC2)s1)c1ccccc1Cl
 : 1	2.1	5.8	-20	3	-1	-8	12	-1
> CC(C)C[C@@H](COCc1cccc(Cl)c1)N1CCN(C(=O)c2ccc(C(F)(F)F)cc2)CCC1=O
 : /	11	/	7	2	/	/	12	-6
> CCN(CC)CP(=O)(c1ccccc1)c1ccccc1
 : -2	0.4	0.1	-11	3	-5	-5	15	-8
> CCCOc1ccc(-c2csc(NC(=O)CN3C(=O)CCC3=O)n2)cc1
 : -4	1.7	1.6	-9	2	-2	-1	27	-11
> CCOc1cccc(C(=O)Nc2nc(-c3ccc(S(=O)(=O)N4CCOCC4)cc3)cs2)c1
 : -9	3.8	0.4	53*	14	-5	-10	4	-3
> CN(Cc1ccccc1)C(=O)Cn1c(=O)c2cccn2c2cccnc21
 : -7	4.8	2.5	5	3	-1	-5	-5	-9

Full records, looked up by structure:
Profile of `CN(Cc1ccccc1)C(=O)Cn1c(=O)c2cccn2c2cccnc21` → CHO parental Ca: -7; M1 ag parental: 4.8; V1R ag counter: 2.5; TAAR1 antagonist: 5; TAAR1 agonist: 3; CHRM1 agonist: -1; OXTR potentiator: -5; M1 PAM parental: -5; CHO-K1 Ca antag: -9
Profile of `Cc1cccc(C)c1NC(=O)C(c1cccc([N+](=O)[O-])c1)N(C)C(=O)c1ccccn1` (stereo unspecified) → CHO parental Ca: -10; M1 ag parental: 0.9; V1R ag counter: -0.7; TAAR1 antagonist: -15; TAAR1 agonist: 2; CHRM1 agonist: -6; OXTR potentiator: -3; M1 PAM parental: 18; CHO-K1 Ca antag: -4
Profile of `O=C(Nc1nnc(S(=O)(=O)N2CCCCCC2)s1)c1ccccc1Cl` → CHO parental Ca: 1; M1 ag parental: 2.1; V1R ag counter: 5.8; TAAR1 antagonist: -20; TAAR1 agonist: 3; CHRM1 agonist: -1; OXTR potentiator: -8; M1 PAM parental: 12; CHO-K1 Ca antag: -1

A different layout for 2 compounds above.
mol,CHO parental Ca,M1 ag parental,V1R ag counter,TAAR1 antagonist,TAAR1 agonist,CHRM1 agonist,OXTR potentiator,M1 PAM parental,CHO-K1 Ca antag
COc1ccc2sc(-c3ccccc3OC)c(-c3ccc(OC)c(F)c3)c2c1,-32,-0.5,0.6,-7,5,-2,-3,-9,-3
Cc1c(Br)c([N+](=O)[O-])nn1CC(=O)Nc1c(C)n(C)n(-c2ccccc2)c1=O,-3,1.1,-0.8,-17,1,-12,-10,18,-15
